IL-2 act: IL-2 activation. IL-2 activation reporter assay, cell-based qHTS; stimulated with anti-CD3/CD4/CD28 beads; in transgenic mouse T cells. 360,000 compounds, 0.065% hits. activation, % (series mostly up to about 46 µM); in the data active = activation above about 50%; inconclusive = mostly about 30% to 49%; also: 0% is about no effect
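Unstimulated transgenic mouse T cells, 750 per well, received compound and, after 60 minutes, anti-CD3/anti-CD4 bead plus anti-CD28 stimulation. EGFP and DsRed were quantified after 18 hours.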
PI5P4K alpha inh: PI5P4K alpha (human) kinase inhibition; P48426; PI5P4Kalpha enzyme, ADP-Glo luminescence, 60 min; active compounds read low; max response, %; 330,000 compounds, 1.2% hits; active = max response of -50% or lower; inconclusive = between -30% and -50%; inactive = -30% or higher; also: value at the top dose of about 77 µM; % is scaled to controls: 0 for no effect and ±100 for the full control effect
Target sequence (P48426 whole entry, looked up): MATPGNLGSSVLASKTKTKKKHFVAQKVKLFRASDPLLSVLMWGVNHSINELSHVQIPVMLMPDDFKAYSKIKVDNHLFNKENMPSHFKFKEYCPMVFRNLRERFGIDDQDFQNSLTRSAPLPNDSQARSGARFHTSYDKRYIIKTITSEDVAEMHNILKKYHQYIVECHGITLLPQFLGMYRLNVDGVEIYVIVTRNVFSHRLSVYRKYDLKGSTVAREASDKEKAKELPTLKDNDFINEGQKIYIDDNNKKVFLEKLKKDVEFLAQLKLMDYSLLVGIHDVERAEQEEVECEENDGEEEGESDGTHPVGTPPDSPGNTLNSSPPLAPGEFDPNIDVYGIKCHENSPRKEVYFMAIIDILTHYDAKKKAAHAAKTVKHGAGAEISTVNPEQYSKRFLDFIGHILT
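ADP-Glo luminescence end-point read after a 60 min room-temperature kinase reaction of PI5P4Kalpha plus substrate, initiated with ATP at 5 microM final. Buffer: 0.038 M HEPES pH 7.4, EGTA, 0.1% CHAPS, 5% DMSO.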
Abeta yeast res: restores growth of yeast expressing A-beta42 peptide. yeast expressing A-beta42, growth rescue, OD600, 48 h; response scale: 0% DMSO, 100% iron-clioquinol control. Potency, µM (titrated, usually from 46.1 µM), for the others: at the top dose growth rescue, actives largely listed as activators. 410,000 compounds, 0.063% hits; also: potency is read from the fitted curve at half-maximal effect; nearly all actives have a fitted effect of over 55% in size
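Growth rescue measured by 600 nm absorbance after 48 h yeast culture at 30 C with compound. Values normalized between DMSO and an equimolar ferric chloride plus clioquinol control.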
WRN helicase inh: WRN helicase (human) inhibition | Q14191 | WRN helicase unwinding, fluorescent forked duplex, kinetic | Potency, µM (doses to about 114 µM), for the others: top-dose activity change, negative = inhibition, hits mostly inhibitors | 360,000 compounds, 0.46% hits | AID 651768; also: potency is read from the fitted curve at half-maximal effect; % is scaled to controls: 0 for no effect and ±100 for the full control effect; nearly all actives have a fitted effect of over 55% in size
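Primary qHTS, 1536-well format. 20 nM WRN + compound, 15 min RT; start with 100 nM forked fluorophore/quencher duplex, 2 mM ATP (final); kinetic read ex 525/em 598 nm.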
EPAC1 antag: EPAC1 (human) antagonism. O95398. EPAC1 GEF assay, Rap1b-BODIPY-GDP exchange fluorescence. Potency, µM (highest dose often 115 µM), for inactives: at the top dose activity change, negative = inhibition, usual class: inhibitors. 360,000 compounds, 0.14% hits;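 also: potency is read from the fitted curve at half-maximal effect; plate controls were vehicle for no effect and positive control for full effect; nearly all actives have a fitted effect of over 50% in size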
FUS yeast rescue: rescues growth of FUS-expressing yeast. S. cerevisiae FUS-expressing, growth rescue, OD600, 24 h. Potency, µM (doses to about 76.6 µM), without a hit: top-dose growth rescue (activation), actives largely listed as activators. 390,000 compounds, 0.24% hits. AID 1347120;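 also: potency is read from the fitted curve at half-maximal effect; plate controls were DMSO vehicle for no effect and reference control for full effect; nearly all actives have a fitted effect of over 55% in size; some results filed as inactive show a strong effect at the top dose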
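Toxicity suppression screen in FUS-yeast. Cells induced with 2% galactose, starting OD 0.005, treated 24hr at 30C with compounds at multiple final concentrations; growth by OD600.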
PLK1 PBD inh: PLK1 (human) polo-box domain binding inhibition | P53350 | Plk1 PBD binding of FITC phosphopeptide, fluorescence polarization | Potency, µM, for the others: max response, negative = inhibition, actives largely listed as inhibitors | 360,000 compounds, 2.8% hits | AID 720504; also: potency is read from the fitted curve at half-maximal effect; series mostly up to about 57 µM; % is scaled to controls: 0 for no effect and ±100 for the full control effect; nearly all actives have a fitted effect of over 65% in size
Target sequence (P53350 whole entry, looked up, the tested form may be a part): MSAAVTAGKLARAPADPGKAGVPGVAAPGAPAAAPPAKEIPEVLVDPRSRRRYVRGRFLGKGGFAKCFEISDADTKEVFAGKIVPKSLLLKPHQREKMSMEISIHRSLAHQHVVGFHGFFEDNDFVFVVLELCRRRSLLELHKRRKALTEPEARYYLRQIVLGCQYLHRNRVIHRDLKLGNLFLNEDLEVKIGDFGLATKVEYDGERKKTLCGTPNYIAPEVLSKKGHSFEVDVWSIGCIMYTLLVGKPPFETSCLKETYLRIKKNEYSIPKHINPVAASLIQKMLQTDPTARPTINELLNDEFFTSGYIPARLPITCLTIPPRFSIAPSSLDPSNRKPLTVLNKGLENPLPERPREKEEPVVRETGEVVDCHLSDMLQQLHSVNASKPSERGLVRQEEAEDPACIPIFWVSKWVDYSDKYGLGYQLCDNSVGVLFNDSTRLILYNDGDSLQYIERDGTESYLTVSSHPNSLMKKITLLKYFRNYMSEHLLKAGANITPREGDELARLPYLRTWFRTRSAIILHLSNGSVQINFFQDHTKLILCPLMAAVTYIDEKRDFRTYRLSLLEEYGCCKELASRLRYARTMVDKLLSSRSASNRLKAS
EPAC1 ag: EPAC1 (human) agonism | EPAC1 agonist qHTS, biochemical assay; response scale: 100% = response to 6.5 mM cAMP | Potency, µM (doses to about 154 µM), without a hit: top-dose activation, most hits filed as activators | 360,000 compounds, 0.073% hits | O95398; also: potency is read from the fitted curve at half-maximal effect; nearly all actives have a fitted effect of over 60% in size
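Nucleotide exchange by EPAC1 (100 nM) on Rap1B–BODIPY-GDP (250 nM) in the presence of 50 uM GDP is tracked fluorescently at 480/540 nm over 30 min. Signals are normalized to a 6.5 mM cAMP control.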
aSyn yeast inh: rescues yeast growth from alpha-synuclein toxicity | Yeast expressing alpha-synuclein, growth rescue, BacTiter-Glo, 24 h | Potency, µM (top dose mostly 46.1 µM), without a hit: top-dose growth rescue (activation), hits mostly activators | 370,000 compounds, 0.14% hits | AID 652106; also: potency is read from the fitted curve at half-maximal effect; % of control where 0% means no effect; nearly all actives have a fitted effect of over 65% in size
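Rescue of yeast growth: cells expressing toxic alpha-synuclein, induced in galactose at OD600 0.02, incubated with compound 24 h at 30 C. ATP luminescence quantified growth; inhibitors of toxicity appear as activators.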
Numbers without * were called inactive; ? = inconclusive; / = not tested or not shown; [ ] = another dose, or the depositor's remark. Unless noted, calls follow the shape of the dose curve; as a rule, active = well fitted curve in the direction sought with a large enough effect; inconclusive = small, poorly fitted or top-dose-only effect, or another doubt; inactive = no such curve, though single readings can be large; an effect the other way counts as inactive or inconclusive.

1: CN1CCN(S(=O)(=O)c2cccc(C(=O)NC3(C)CCS(=O)(=O)C3)c2)CC1 (stereo not drawn)
2: NS(=O)(=O)c1cccc2cccnc12
3: COc1ccc(/C=C2\SC(=O)N(CCCC(=O)Nc3cc(Cl)ccc3C(=O)O)C2=O)cc1
4: O=c1oc(-c2cccnc2)nc2ccccc12
5: Cc1ccc(S(=O)(=O)Nc2c(C)n(C)n(-c3ccccc3)c2=O)cc1C(=O)OC(C)C(=O)N(C)c1ccccc1 (stereo not drawn)
6: CCC1C(=O)N(C)CCc2ccccc21 (stereo not drawn)
7: O=C(COc1ccccc1[N+](=O)[O-])Nc1ccc(NC(=O)c2cc3ccccc3o2)cc1
8: CCN(CC)S(=O)(=O)c1ccc(Cl)c(C(=O)Oc2cccc(-c3cnc4ccccc4n3)c2)c1
assay / entry,1,2,3,4,5,6,7,8
IL-2 act,-1.7,0.1,2.8,0.7,0.0,0.4,-1.7,-2.9
PI5P4K alpha inh,3,-9,-20,0,-3,1,-13,9
Abeta yeast res,-10%,-2%,-45%[inhibitor],-24%,-19%,-15%,-1%,4%
WRN helicase inh,3%,1%,-22%,-26%,-7%,8%,-33%,-10%
EPAC1 antag,-5%,-1%,-16%,-10%,1%,14%,-8%,-2%
FUS yeast rescue,/,-28%,/,4%,44%,14%,0%,/
PLK1 PBD inh,-2%,-3%,-24%,-14%,-16%,-14%,4%,-7%
EPAC1 ag,13%,-11%,0%,-4%,4%,6%,0%,3%
aSyn yeast inh,-3%,-2%,-61%[inhibitor],-7%,5%,1%,0%,3%

9: CCC1=NNC(=O)C(CC(=O)Nc2ccccc2)c2cc(OC)c(OC)cc21 (stereo not drawn)
10: COC(=O)c1ccc(N=Cc2c(-c3ccccc3)[nH][nH]c2=O)cc1
11: CC(C)=CC(=O)Nc1ccc(S(=O)(=O)Nc2ccccn2)cc1
12: CCC(=O)OCCNc1cc(Sc2nc3ccccc3s2)c2nonc2c1[N+](=O)[O-]
13: CCC(C)Nc1nc2c(c(=O)[nH]c(=O)n2C)n1CCCc1ccccc1 (stereo not drawn)
14: CCCCCOc1ccc(/C=C/c2c([N+](=O)[O-])c(=O)n(C)c(=O)n2C)cc1
15: Cc1ccc(N2CC(C(=O)Nc3ccc(C)c(S(=O)(=O)N(C)C)c3)CC2=O)cc1 (stereo not drawn)
16: O=C(CNC1CCCCCC1)c1cccs1
assay / entry,9,10,11,12,13,14,15,16
IL-2 act,-1.3,0.0,-0.3,3.6,-0.6,-0.7,-0.5,-0.2
PI5P4K alpha inh,6,-10,-2,/,-6,6,9,-9
Abeta yeast res,-2%,-10%,-5%,0%,4%,0%,1%,20%
WRN helicase inh,-11%,7%,11%,-23%,12%,11%,-5%,-22%
EPAC1 antag,-2%,-6%,-16%,0%,-3%,21%,-9%,?
FUS yeast rescue,7%,-15%,-8%,76%,13%,-2%,22%,/
PLK1 PBD inh,-1%,3%,-10%,1.9µM*,-10%,4%,3%,30µM*
EPAC1 ag,-4%,-1%,-3%,12%,12%,0%,8%,1%
aSyn yeast inh,-2%,1%,-6%,9%,-6%,-1%,2%,7%

17: COC(CNC(=O)c1c[nH]c2ccc(S(=O)(=O)N(C)c3ccc(F)cc3)cc2c1=O)OC
18: Cn1c(=O)c2cc(NC(=O)Nc3cccnc3)ccc2n1Cc1ccc(Cl)cc1
19: CCOc1ccccc1NC(=O)NC1CC2CCCC(C1)N2Cc1nnnn1CCc1ccccc1 (stereo not drawn)
20: COc1ccc(C2Nc3ccccc3C(=O)N2NS(=O)(=O)c2ccccc2)c(OC)c1 (stereo not drawn)
21: COc1cc2c(cc1OC)C(C)N(C(=O)c1ccc(C)o1)CC2 (stereo not drawn)
22: COc1cccc(C(=O)/C=C/Nc2ccc(S(=O)(=O)Nc3cc(OC)nc(OC)n3)cc2)c1
23: CN1C(=O)OC(C)(CCc2ccccc2)C1(C)O (stereo not drawn)
24: Cc1cc(C)n(-c2nc3c(c(=O)[nH]c(=O)n3C)n2C)n1
assay / entry,17,18,19,20,21,22,23,24
IL-2 act,-1.6,0.1,-1.4,-1.1,0.4,0.1,-1.5,-0.4
PI5P4K alpha inh,1,-8,6,6,-5,-16,1,7
Abeta yeast res,-2%,-3%,13%,-18%,-1%,-4%,16%,19%
WRN helicase inh,4%,-26%,-4%,1%,3%,?,8%,0%
EPAC1 antag,-2%,-15%,-13%,-10%,-13%,-18%,12%,0%
FUS yeast rescue,6%,4%,25%,15%,-1%,51%,-7%,-8%
PLK1 PBD inh,-3%,1%,-13%,-10%,0%,-22%,-5%,-14%
EPAC1 ag,8%,-3%,0%,7%,1%,-2%,-1%,2%
aSyn yeast inh,-1%,3%,9%,-3%,6%,0%,1%,0%

A second format for six compounds above.
No.	structure	IL-2 act	PI5P4K alpha inh	Abeta yeast res	WRN helicase inh	EPAC1 antag	FUS yeast rescue	PLK1 PBD inh	EPAC1 ag	aSyn yeast inh
17	COC(CNC(=O)c1c[nH]c2ccc(S(=O)(=O)N(C)c3ccc(F)cc3)cc2c1=O)OC	-1.6	1	-2%	4%	-2%	6%	-3%	8%	-1%
18	Cn1c(=O)c2cc(NC(=O)Nc3cccnc3)ccc2n1Cc1ccc(Cl)cc1	0.1	-8	-3%	-26%	-15%	4%	1%	-3%	3%
19	CCOc1ccccc1NC(=O)NC1CC2CCCC(C1)N2Cc1nnnn1CCc1ccccc1 (stereo not drawn)	-1.4	6	13%	-4%	-13%	25%	-13%	0%	9%
20	COc1ccc(C2Nc3ccccc3C(=O)N2NS(=O)(=O)c2ccccc2)c(OC)c1 (stereo not drawn)	-1.1	6	-18%	1%	-10%	15%	-10%	7%	-3%
21	COc1cc2c(cc1OC)C(C)N(C(=O)c1ccc(C)o1)CC2 (stereo not drawn)	0.4	-5	-1%	3%	-13%	-1%	0%	1%	6%
22	COc1cccc(C(=O)/C=C/Nc2ccc(S(=O)(=O)Nc3cc(OC)nc(OC)n3)cc2)c1	0.1	-16	-4%	?	-18%	51%	-22%	-2%	0%

Further compounds
25: COc1ccc(C2/C=C\CN(C(=O)C3CC3)[C@H](Cc3ccccc3)C(=O)N2Cc2ccc(F)cc2)cc1 (stereo partly drawn)
26: Cc1cc(N2CCOCC2)n2ncc(-c3ccccc3)c2n1
27: Cc1c(NC(=O)c2cc(-c3ccc(F)cc3)nc3ccccc23)c(=O)n(-c2ccccc2)n1C
28: COc1ccc(OCCSc2ncnc3nc[nH]c23)cc1
29: CCOc1ccc(NC(=S)NC(C)C(c2ccccc2)N2CCN(C)CC2)cc1 (stereo not drawn)
30: O=C1NCC(COc2cccc3ccccc23)O1 (stereo not drawn)
31: COc1ccccc1N(CC(=O)NC1CCCCC1)C(=O)CCC(=O)Nc1ccccn1
32: c1coc(C2Nc3ccccc3C3OCCC23)c1 (stereo not drawn)
assay / entry,25,26,27,28,29,30,31,32
IL-2 act,-0.4,-1.0,0.0,-1.1,0.0,-0.4,0.2,1.9
PI5P4K alpha inh,9,/,0,-2,-8,1,-6,5
Abeta yeast res,-7%,3%,11%,8%,0%,-2%,15%,?
WRN helicase inh,-8%,3%,2%,-2%,1%,4%,-24%[57.1 µM],-2%
EPAC1 antag,8%,6%,-8%,-13%,-15%,3%,4%,3%
FUS yeast rescue,?,5%,24%,-13%,7%,-10%,-2%,-18%
PLK1 PBD inh,-2%,0%,-5%,-17%,-17%,-23%,-12%,?
EPAC1 ag,-8%,-2%,4%,-10%,3%,2%,-1%,-3%
aSyn yeast inh,-14%,12%,1%,-2%,4%,1%,-4%,7%

33: CCN1CCN(C(=S)c2ccc(OC)cc2)CC1
34: CC1=C(C(=O)OCc2ccccc2)C(c2ccco2)C2=C(CC(C)(C)CC2=O)N1 (stereo not drawn)
35: Cc1ccc(Nc2nnc(SCC(=O)NC(Cc3c[nH]c4ccccc34)C(=O)O)s2)cc1 (stereo not drawn)
36: C/C(=N\Nc1ccc([N+](=O)[O-])cc1)c1ccc(O)cc1
37: NC(=O)N/N=C/c1ccccc1OC(=O)c1ccccc1Br
38: CCS(=O)(=O)N1CCC(C(=O)Oc2ccc(C)c(C)c2)CC1
39: CC(=O)c1cc2c(cc1NC(=O)CSc1ncccn1)OCO2
assay / entry,33,34,35,36,37,38,39
IL-2 act,-0.5,-0.3,1.3,-0.4,-2.0,-0.3,0.0
PI5P4K alpha inh,-17,-7,-29,-8,7,-2,-7
Abeta yeast res,1%,-1%,6%,-32%[inhibitor],-7%,-2%,-9%
WRN helicase inh,-23%,-32%,-23%,-15%,-1%,3%,4%
EPAC1 antag,-18%,-15%,-18%,?,-12%,4%,7%
FUS yeast rescue,20%,5%,-7%,?,10%,-9%,-7%
PLK1 PBD inh,9.5µM*,-5%,-7%,9%,-10%,-15%,-15%
EPAC1 ag,6%,20%,-6%,7%,-11%,7%,11%
aSyn yeast inh,5%,1%,9%,-5%,-3%,-2%,0%

Bioassay records (PubChem BioAssay)
